Bioassay records: PubChem, National Center for Advancing Translational Sciences (NCATS)
p53ts 39C kill: p53ts cell cytotoxicity, nonpermissive temperature | Potency, µM (highest dose often 46.1 µM), for the others: at the highest dose activity change, negative = cell killing, actives largely listed as cytotoxic | H1299-p53A138V viability at 39C, ATP luminescence, 24 h | hit rate 1.5% among 130,000; note: nearly all actives have a fitted effect of over 55% in size
p53ts 32C tox: p53ts cell cytotoxicity, permissive temperature. H1299-p53A138V at 32C, ATP luminescence viability, 24 h. Potency, µM (highest dose often 46.1 µM), for the others: at the highest dose activity change, negative = cytotoxicity, usual class: cytotoxic. hit rate 0.93% among 130,000. AID 924;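 note: 0% = DMSO and -100% = full killing by reference compound; nearly all actives have a fitted effect of over 55% in size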
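ATP-content luminescence (ATPlite) read-out after 24 h compound exposure at 32C in H1299-p53A138V cells (600/well). Tested up to 46 uM. Normalized to DMSO (0%) and 100 uM tamoxifen (100% killing); Hill-fit AC50.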
IkB sig inh: IkB pathway inhibition in ABC-DLBCL cells; ABC-DLBCL IkBa-CBG/CBR dual luciferase ratio, 4 h; response scale: scaled: untreated 0%, proteasome inhibitor 100%; hit rate 0.04% among 110,000; Potency, µM (highest dose often 57.1 µM), for inactives: at the top dose IkBa stabilization activation; active = well fitted curve in the direction sought with a large enough effect in the signal ratio, not every such curve was filed as active; inconclusive = small, poorly fitted or top-dose-only effect, or a change in a side signal; the % refers to the signal ratio;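 note: the direction sought is a rising ratio; 0% = basal untreated cells and 100% = reference inhibitor full response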
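Luminescence ratio of IκBα-fused green versus native red beetle luciferase in OCI-Ly3 cells, 4 h post-doxycycline with compound; red signal alone, scaled from basal (0%) to zero light (-100%), flagged nonspecific or cytotoxic effects.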
Peg3 imprint: genomic imprint erasure induction. Potency, µM (highest dose often 60.7 µM), for the others: top-dose activity change, positive = activation, hits mostly activators. hit rate 0.02% among 110,000. AID 1948. mouse ES Peg3-LacZ reporter, beta-gal luminescence, 40 h;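 note: 0% = negative control wells on the plate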
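Each well holds 300 Peg3LacZ-Neo (maternal) female ES cells incubated 40 h at 37C, 5% CO2. LacZ is measured by BetaGlo luminescence, with AC50 and maximum efficacy derived from dose-response curves.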
* marks the source's active call; other numbers are inactive results; ? = inconclusive; . = no result given; [ ] = another dose, or the depositor's remark. Unless noted, calls come from the whole dose curve; as a rule, active = well fitted curve in the direction sought with a large enough effect; inconclusive = small, poorly fitted or top-dose-only effect, or another doubt; inactive = no such curve, though single readings can be large; an effect the other way counts as inactive or inconclusive. Unless noted, % is set by controls: 0 for no effect and ±100 for the full control effect; potency is the fitted concentration of half-maximal effect.

Preview (3 entries):
The line under a structure holds: p53ts 32C tox | p53ts 39C kill | Peg3 imprint | IkB sig inh
1. CN(C)c1ccc(CNC(=O)CN2CCSc3ccc(S(=O)(=O)N(C)C)cc32)cc1
    3% | -13% | -12%[10.9 µM] | ?
2. CCCC(=O)Nc1ccc(NC(=O)c2ccccc2Cl)nc1
    -21% | -18% | -32%[inhibitor] | ?
3. COc1ccc(C2/C(=C(\O)c3ccc4c(c3)OCCO4)C(=O)C(=O)N2CCCN(C)C)c(OC)c1 (stereo not drawn)
    3% | -3% | -14% | 0.9%

All compounds of this part (from the top)
The line under a structure holds: p53ts 32C tox | p53ts 39C kill | Peg3 imprint | IkB sig inh
1. CN(C)c1ccc(CNC(=O)CN2CCSc3ccc(S(=O)(=O)N(C)C)cc32)cc1
    3% | -13% | -12%[10.9 µM] | ?
2. CCCC(=O)Nc1ccc(NC(=O)c2ccccc2Cl)nc1
    -21% | -18% | -32%[inhibitor] | ?
3. COc1ccc(C2/C(=C(\O)c3ccc4c(c3)OCCO4)C(=O)C(=O)N2CCCN(C)C)c(OC)c1 (stereo not drawn)
    3% | -3% | -14% | 0.9%
4. COc1ccccc1C(=O)n1nc(-c2ccc(Cl)cc2)nc1N
    -14% | -10% | -13% | 4.0%
5. COCCNC(=O)c1cc2c(-c3ccccc3F)nn(C)c2s1
    12% | 2% | -19% | 1.4%
6. Cc1ccc(C2CC(=O)N3CN(Cc4ccco4)CSC3=C2C#N)cc1 (stereo not drawn)
    -3% | 8% | -14% | 3.0%
7. Cc1nc2ccccc2c2oc(C(=O)NCc3ccc4c(c3)OCO4)cc12
    10% | 35%[activator] | -27% | ?
8. Cc1cc(Cl)ccc1OCCCC(N)=O
    -3% | 1% | -6% | -7.1%
9. O=C(NCc1ccccn1)C1CCN(S(=O)(=O)c2cccs2)CC1
    -19% | -6% | -6% | -1.3%
10. Cc1ccc(S(=O)(=O)NCc2cn3ccsc3n2)c(C)c1
    31%[activator] | 6% | -8% | 0.1%
11. COc1cccc(C2C(C#N)=C(N)OC(C(C)(C)C)=C2C#N)c1 (stereo not drawn)
    2% | 9% | -3% | 0.4%
12. Cc1oc2ncn(CC(C)C)c(=O)c2c1C(=O)NC(C)c1ccccc1 (stereo not drawn)
    1% | -7% | -6%[10.9 µM] | ?
13. CC1CN(C2CCN(C(=O)COc3ccccc3)CC2)CC(C)O1 (stereo not drawn)
    4% | 6% | . | .
14. COc1ccccc1Nc1ncc2c(n1)CCN(Cc1cc(F)cc(F)c1)C2
    -12% | 15% | -19%[10.9 µM] | -0.9%
15. CCCC(C)c1nnc(NC(=O)C2CCCO2)s1 (stereo not drawn)
    1% | 8% | 2% | 0.5%
16. Cc1ccc(S(=O)(=O)c2c(N)n(C)c3nc4ccccc4nc23)cc1
    14% | -5% | -20% | 0.4%
17. C=C[C@](C)(O)CCC1C(=C)CC(OC(C)=O)C2C(C)(C)CCCC12C (stereo partly drawn)
    1% | ? | -25% | .
18. CC(C)(C)c1ccc(/C=C/C(=O)Nc2ccc(S(N)(=O)=O)cc2)cc1
    ? | ? | -10%[10.9 µM] | -10%
19. Cc1nn(-c2ccc(N3CCOCC3)nn2)c(C)c1CCC(=O)NCc1ccc(OC(C)C)cc1
    -1% | -2% | -11%[10.9 µM] | 1.0%
20. Cc1c(NC(=O)CSc2ccccc2C(=O)Nc2cccnc2)c(=O)n(-c2ccccc2)n1C
    -2% | 5% | 7% | -1.0%
21. Cc1oc(-c2ccccc2)nc1CSc1nnc(C)n2c1cc1sccc12
    5% | -21% | -12%[10.9 µM] | ?
22. Cc1nc2cnc(N3CCOCC3)nc2n(C[C@H]2CCCO2)c1=O
    4% | -7% | 6% | -1.4%[11.4 µM]
23. Cc1ccn2cc(-c3ccc(S(=O)(=O)N4CCOCC4)cc3)nc2c1
    12% | -4% | -5% | -4.0%
24. CN1CCN(C(c2cccc(C(F)(F)F)c2)c2nnnn2Cc2ccccc2)CC1 (stereo not drawn)
    -1% | -4% | -12% | 1.9%
25. COc1ccc(NC(=O)Cn2nnc(C(=O)NCCc3ccccc3)c2N)cc1
    -13% | -19% | -10%[10.9 µM] | -1.3%
26. CCOC(=O)C1=C(C)NC(C)=C(C(=O)OCC)C1c1cc2ccc(C)cc2[nH]c1=O
    -9% | 3% | -10% | 1.7%
27. CCc1ccc(/C=C/C(=O)c2ccc(N3CCOCC3)cc2)cc1
    4% | 7% | . | .
28. Cc1cccc(NC(=O)C(NS(=O)(=O)c2ccc3c(c2)CCC(=O)N3)c2ccccc2)n1 (stereo not drawn)
    7% | -1% | 8% | 4.5%
29. CC(=O)N1CCc2c(sc3c2c(=O)n(CCc2ccccc2)c(=O)n3Cc2ccc(F)cc2)C1
    30%[activator] | -16% | -7%[10.9 µM] | ?
30. COc1cccc(N2CCN(C(=O)c3ccc4c(Cl)c5c(nc4c3)CCCC5)CC2)c1
    29% | -14% | -11%[10.9 µM] | ?

New compounds follow:
The line under a structure holds: p53ts 32C tox | p53ts 39C kill | Peg3 imprint | IkB sig inh
31. COc1ccc(S(=O)(=O)N2CCC(C(=O)N3CCOCC3)CC2)cc1
    9% | 16% | -5% | -0.1%
32. CSc1ccccc1C(=O)N1CCOCC1
    -4% | -1% | -7% | 1.8%
33. COc1ccc(CN(C(=O)c2ccccc2F)C2CCS(=O)(=O)C2)cc1 (stereo not drawn)
    -9% | 1% | 1%[10.9 µM] | 2.1%
34. CC(Sc1ccccc1)C(=O)Nc1ccc(S(=O)(=O)N2CCOCC2)cc1 (stereo not drawn)
    1% | -3% | -10% | 2.7%
35. CC1CCc2nc(NC(=O)C3CCCO3)sc2C1 (stereo not drawn)
    10µM* | 13µM* | -57%[inhibitor] | ?
36. CCN(CC)S(=O)(=O)c1ccc2c(c1)N(CC(=O)Nc1ccc(OC)cc1)C(=O)CS2
    0% | 0% | -12%[10.9 µM] | 1.1%
37. COc1ccc2c(c1)CC/C(=C\C=C\c1ccccc1OC)C2=O
    -28% | -7% | . | .
38. O=C(c1c[nH]c2ccc(S(=O)(=O)N3CCOCC3)cc2c1=O)N1CCN(c2ccccn2)CC1
    -3% | -6% | -18% | 1.3%
39. CCCCCn1c(CN2CCN(Cc3ccccc3)CC2)nc2c1c(=O)n(C)c(=O)n2C
    -1% | 0% | -17% | 2.6%
40. CCCn1c(C(C)NC(C)=O)nc2ccccc21 (stereo not drawn)
    12% | 4% | 4% | 0.2%
41. Cc1ccccc1-c1nc(CS(=O)(=O)CC(=O)NCCCN2CCN(C)CC2)c(C)o1
    -2% | -8% | -14%[10.9 µM] | 0.3%
42. CC(=O)c1cnc2c(-c3ccccc3)c(C)nn2c1C
    -1% | 6% | . | .
43. CCCCSc1nc2sc3c(c2c(=O)n1-c1ccccc1C)CC(C)(C)OC3
    5% | 11% | ? | ?
44. CCCSc1ncc(Cl)c(C(=O)Nc2ccc(OC)cc2OC)n1
    -3% | -9% | -72%[inhibitor][10.9 µM] | -0.9%
45. CC(=C1C(=O)c2ccccc2C1=O)N1CCc2ccccc2C1
    -3% | -1% | -16% | 5.4%
46. CSCC[C@H](NC(=O)OC(C)(C)C)c1nnc(SCc2ccccc2)o1
    6% | 6% | -15% | -0.4%
47. CN(Cc1ccccc1)c1nc2c(c(=O)[nH]c(=O)n2C)n1CCCSc1ncccn1
    6% | -2% | -12% | -2.3%
48. COc1cccc(CNC(=O)C(C)n2ncn3cccc3c2=O)c1OC (stereo not drawn)
    ? | ? | -13%[10.9 µM] | 0.8%
49. COc1ccc(C(=O)CSc2nc(C)cc(C)c2C(=O)Nc2ccccc2C)cc1
    -29% | -30% | -8%[10.9 µM] | ?
50. O=C(c1cccs1)c1coc2ccc(O)c(CN3CCOCC3)c12
    -2% | -6% | -12% | 0.8%
51. O=C(O)c1cccc(S(=O)(=O)NCCO)c1
    5%[9.22 µM] | 8%[9.22 µM] | 5%[10.9 µM] | 0.3%[11.4 µM]
52. O=C1c2ccccc2C(O)(O)[C@@]1(O)[C@]1(O)C(=O)c2ccccc2C1(O)O
    3%[9.22 µM] | -3%[9.22 µM] | -4%[10.9 µM] | 1.6%[11.4 µM]
53. COc1ccc(C2C3=C(Nc4ncnn42)c2ccccc2CCC3)cc1 (stereo not drawn)
    5% | -3% | -7% | 0.7%
54. CC1CN(S(=O)(=O)c2ccc(C(=O)Nc3sc4c(c3C(N)=O)CCN(C)C4)cc2)CC(C)O1 (stereo not drawn)
    -18% | 10% | -17% | 2.6%
55. COc1cc(C(=O)NCCc2sc(-c3ccc(C)cc3)nc2C)cc(OC)c1OC
    7% | -11% | 25%[10.9 µM] | ?
56. CCN1CCCC1CN(Cc1cc2cc(OC)ccc2[nH]c1=O)C(=O)NCc1ccccc1 (stereo not drawn)
    -4% | -1% | -13% | 1.2%
57. Cc1nc2cnc(N(C)C)nc2n(Cc2ccc(F)cc2)c1=O
    1% | -2% | . | -2.4%[11.4 µM]
58. Cc1cccc(N2CCN(C(=O)CCCn3c(=S)[nH]c4cc5c(cc4c3=O)OCO5)CC2)c1C
    5% | 0% | -18% | 7.5%
59. CCC(C(=O)NCCCN(CC)CC)n1ncn2c(cc3occc32)c1=O (stereo not drawn)
    -15% | 9% | 17%[10.9 µM] | -2.0%
60. CCn1c(=O)n(CC)c2cc(N3CCCCC3)c(NC(=O)Nc3cc(Cl)ccc3OC)cc21
    7% | -12% | -8%[10.9 µM] | 5.2%

Later entries:
The line under a structure holds: p53ts 32C tox | p53ts 39C kill | Peg3 imprint | IkB sig inh
61. CS(=O)(=O)c1nc(-c2ccccc2)cc(C(F)(F)F)n1
    6.3µM* | ? | -35%[inhibitor] | ?
62. COc1ccc(C2CC(=O)N3C(=C2C#N)SCC3(O)c2ccccc2)cc1 (stereo not drawn)
    18% | 29% | -23% | -0.6%
63. COc1ccc(S(=O)(=O)Nc2cccc(-c3ccc(N4CCC(C)CC4)nn3)c2)cc1OC
    3.2µM* | 2.5µM* | -16%[10.9 µM] | ?
64. O=C(Nc1ccc(F)c(Cl)c1)N1CCN2CCCCC2C1 (stereo not drawn)
    -2% | 4% | 6%[10.9 µM] | ?
65. CCOC(=O)c1ccc(CNC(=O)c2cc(C(C)(C)C)oc2C)o1
    -3% | 10% | -28% | 3.9%
66. Cc1ccc(CNC(=O)c2cc3sccc3n2Cc2ccc(F)cc2)cc1
    -2% | 4% | -9%[10.9 µM] | 0.8%
67. COCC(=O)Nc1nnc(COc2ccccc2)s1
    1% | -1% | -15% | 0.3%
68. CSc1nc(Nc2ccc(C)cc2)c(C#N)c(-c2ccccc2)n1
    -1% | -2% | 19%[10.9 µM] | 1.3%
69. CC(NC(=O)C1=Cc2ccccc2OC1)c1ccccc1 (stereo not drawn)
    -9% | -19% | -2%[10.9 µM] | ?
70. CC(C)Oc1ccc(CNC(=O)C2CCN(C(=O)N3CCOc4ccc(Cl)cc43)CC2)cc1
    14% | 12% | -11%[10.9 µM] | ?
71. O=C(CN1C2=NCCN2c2ccccc21)c1ccco1
    -1% | -2% | -2% | -0.3%
72. CCN(CC)c1ccc(NC(=O)Nc2ccc(C(C)=O)cc2)cc1
    1% | -6% | -21% | -1.3%
73. COc1cccc(-c2ccc(=O)n(CC(=O)Nc3cc4c(cc3NC(C)=O)OCCO4)n2)c1
    5% | 0% | . | 4.5%
74. CCC(=O)N1c2ccccc2-c2nnc(SC)nc2OC1c1ccc(N(C)C)cc1 (stereo not drawn)
    8% | 4% | -9% | -0.1%
75. C=CCN(C(=O)Nc1ccc(F)cc1)C1CC(=O)N(c2ccc(OC)cc2)C1=O (stereo not drawn)
    5% | 10% | -2% | -0.2%
76. O=C(Nc1ccc(F)cc1)C1CCN(c2nnnn2-c2ccccc2)CC1
    0% | -4% | -7% | 0.1%
77. COc1ccc(C(=O)OCCN2C(=O)c3ccccc3C2=O)cc1
    -11% | -9% | . | .
78. CCc1ccc(N2CC(C(=O)Nc3cc(C)ccc3F)CC2=O)cc1 (stereo not drawn)
    3% | 3% | -9% | 3.1%
79. COc1ccc(-c2onc(C)c2C)cc1S(=O)(=O)NCc1ccc(C)o1
    4% | -18% | -19%[10.9 µM] | -1.7%
80. CCc1ccc(S(=O)(=O)c2nnn3c2nc(NCCC(C)C)c2cc(Cl)ccc23)cc1
    8% | ? | -14%[10.9 µM] | ?

An unsorted share of the library. Share with any hit: about 1.8%.
